Polio RdRp inh: poliovirus RNA polymerase inhibition | P03300 | hit rate 0.66% among 150,000 | poliovirus polymerase elongation, fluorescence polarization; hits give low values | % elongation, % (compound at 16.7 µg/mL); in the data active = % elongation below about 90%; note: some results filed as inactive read as strong as hits
Target sequence (P03300 1749-2209 limits assumed): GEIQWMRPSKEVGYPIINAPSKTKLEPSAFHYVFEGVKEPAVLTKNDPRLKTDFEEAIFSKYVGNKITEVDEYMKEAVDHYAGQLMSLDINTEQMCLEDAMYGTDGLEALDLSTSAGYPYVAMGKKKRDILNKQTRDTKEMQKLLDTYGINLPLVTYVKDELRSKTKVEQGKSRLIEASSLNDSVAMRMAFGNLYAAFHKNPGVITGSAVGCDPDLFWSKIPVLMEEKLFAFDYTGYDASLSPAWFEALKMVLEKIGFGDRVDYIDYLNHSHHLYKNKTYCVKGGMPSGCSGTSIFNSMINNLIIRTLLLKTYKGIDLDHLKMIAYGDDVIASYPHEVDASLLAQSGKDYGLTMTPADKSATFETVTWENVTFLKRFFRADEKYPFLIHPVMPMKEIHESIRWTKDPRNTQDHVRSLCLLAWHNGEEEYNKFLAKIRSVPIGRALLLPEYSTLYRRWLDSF
Polio RdRp inh FP z-score: second read-out of Polio RdRp inh, no call of its own (marks repeat the call); z-score; measured here: FP z-score; hits read low
Numbers without * were called inactive; & = joins results of further samples.

Molecule | Polio RdRp inh | Polio RdRp inh FP z-score
O=C(Nc1ccc2c(c1)OCO2)C1(c2ccc(Cl)cc2)CC1 | 95 | -1
COc1ccc2c(Cl)c(C(N)=O)sc2c1 | 103 | 0
COC(=O)c1ccc(NC(=O)C(=O)NCCc2csc3nc(-c4ccccc4F)nn23)cc1 | 110 | 0.8
CCN1C(=O)c2ccccc2S(=O)c2ccc(C(=O)N3CCC(C)CC3)cc21 (configuration not stated) | 100 | -0.5
Cc1noc(Cn2c(=O)c3ccccc3n(CC(=O)Nc3cccc(Cl)c3C)c2=O)n1 | 107 | -0.3
Cc1cc(NC(=O)C2C3C(=O)N(CCC(C)C)C(C(=O)NC(C)(C)C)C34C=CC2(C)O4)no1 (configuration not stated) | 103 | 0.3
COc1ccc(-c2nc(NCCc3c[nH]c4cc(OC)ccc34)sc2C)cc1 | 101 | -0.6
COc1ccc(-c2ccc(=O)n(CC(=O)Nc3ccc(Br)cc3F)n2)cc1 | 108 | 0.4
CC(=O)Nc1ccc(C(=O)N(CC#N)CC#N)cc1 | 109 | 0.7
Cc1cccc(NC(=O)CSc2cn(Cc3cccc(F)c3)c3ccccc23)c1C | 103 | 0.5
Cc1nn(-c2ccccc2)c2c1C(c1cccs1)N(C1CC1)C(c1ccccc1)=N2 (configuration not stated) | 91 | -2
CC(C)N(C(=O)COn1nnc2ccc(S(=O)(=O)N(C)C)cc21)C(C)C | 101 | -0.2
Cc1onc(-c2ccccc2)c1C(=O)OCC(=O)N1CCCC1 | 102 | -0.1
Cc1cccc(N2CCN(C(=O)C3CCN(S(=O)(=O)c4cn(C)cn4)CC3)CC2)c1C | 96 | -2.3
CCC(=O)N1CCc2cc(Br)cc(S(=O)(=O)N3CCC(C(=O)NC(C)(C)C)CC3)c21 | 108 | 0.5
COC(=O)c1ccc(N2CCC(C)CC2)c(N)c1 | 101 | -0.4
O=C(NCCCN1CCCCC1)c1cc(Sc2ccc(Cl)cc2)nc2ccccc12 | 102 | -1.3
Fc1cccc(Nc2nnc(SCCN3CCCCC3)s2)c1 | 99 | -0.5
O=C(CCc1ccccc1)NC1CCCCC1 | 101 | 0.1
CCOC(=O)CSc1nc2sc3c(c2c(=O)n1Cc1ccccc1)CCC(C(C)(C)C)C3 (configuration not stated) | 108 | 0.3
CCC(C)NC(=O)c1ccc2c(c1)N(Cc1ccc(C)cc1)CCS2 (configuration not stated) | 102 | 0.2
O=C(NC1CC(=O)N(c2ccc(F)cc2)C1)c1ccco1 (configuration not stated) | 105 | -0.4
Cc1ccc(Cl)cc1N1CCN(C(=O)c2cnn(C(C)(C)C)c2C2CCN(C(=O)OC(C)(C)C)CC2)CC1 | 112 | 0.6
Cc1ccccc1Cn1c(SCc2ccc(C(=O)NC3CCCCC3)cc2)nc2ccncc21 | 108 | -0.6
Nc1nc(NCc2cccc(Br)c2)nn1-c1ccccc1 | 99 | -0.2
CC1OP(=S)(C(Nc2ccccc2)c2ccccc2)OC1C (configuration not stated) | 94 | -1.4
CNc1nc(-c2cn(CCC#N)c3ccccc23)cs1 | 97 | -0.4
O=C(Cn1c(=O)c2cccn2c2cccnc21)NCCN1CCCCCC1 | 100 | -0.8
Cc1cc2c(c(Sc3ccc(Cl)cc3)n1)C(=O)NC2=O | 104 | 0
O=C(Cn1c(-c2ccco2)nc2ccccc21)Nc1ccccc1Cl | 101 | -0.1
CCOC(=O)C1=C(C)N(C)C(=O)NC1c1ccccc1OC (configuration not stated) | 102 | 0.1
Cc1ccc(S(=O)(=O)c2nnn3c2nc(N2CCCC2)c2sccc23)cc1C | 105 | -0.2
O=C(Sc1ncccn1)c1ccc(F)cc1 | 97 | -0.3
CN1CCSc2ccc(C(=O)Nc3cccc(F)c3)cc21 | 101 | 0.2
CCOC(=O)c1sc2sc(C(=O)OCC)c(-c3ccc(Cl)cc3)c2c1N | 105 | 0
CCSc1ccccc1C(=O)N1CCN(c2nc3ccccc3s2)CC1 | 96 | -2.6
Cc1ccc(N/C(=C\C(=O)c2ccccc2)C(=O)O)cc1 | 105 | 1.6
COC(=O)c1cc2sc(Cl)cc2n1Cc1c(C)cc(C)cc1C | 110 | 1.1
Cc1ccc2nc(-c3cccs3)c(Nc3ccc4c(c3)OCCO4)n2c1 | 115 | 1.7
CCN1CCN(C(=O)c2cccc(S(=O)(=O)N(C)c3ccccc3)c2)CC1 | 107 | 0.6

Among those listed so far, 2 have a furan ring, fused or not:
Molecule | Polio RdRp inh | Polio RdRp inh FP z-score
O=C(NC1CC(=O)N(c2ccc(F)cc2)C1)c1ccco1 (configuration not stated) | 105 | -0.4
O=C(Cn1c(-c2ccco2)nc2ccccc21)Nc1ccccc1Cl | 101 | -0.1

(list continues)
Molecule | Polio RdRp inh | Polio RdRp inh FP z-score
C=CCn1c(-c2ccccc2)c[nH]c1=S | 103 | 0.3
Cc1nc2nc(SCC(=O)NC3CCC(C)CC3)nn2c(C)c1Cc1ccccc1Cl (configuration not stated) | 107 | -0.3
Nc1nc(COC(=O)C2COc3ccccc3O2)nc(Nc2ccccc2)n1 (configuration not stated) | 105 | 0.1
COc1cc(N=C(C)c2c(C)[nH]n(-c3nc4ccccc4s3)c2=O)cc(OC)c1 | 102 | 0.2
Cc1[nH]n(C(N)=S)c(=O)c1N=Nc1ccc(Br)cc1 | 100 | -0.5
CCOC(=O)c1c(NC(=O)c2ccccc2OCC)sc2c1CCC(CC)C2 (configuration not stated) | 109 | 0.5
Cc1cnc(NC(=O)CSc2nc3sc4c(c3c(=O)n2C)CCCC4)s1 | 103 | 0.5
NCCNC(=O)c1c(O)c2cccc3c2n(c1=O)CCC3 | 97 | -0.7
CCOC(=O)c1c(Cc2ccccc2Cl)cn(C)c1C | 99 | -0.5
COc1cc(OC)c(NS(=O)(=O)c2ccc3oc(=O)c4ncn(C)c4c3c2)cc1Cl | 96 | -2
CSc1ccc(/C=C(\C#N)C(=O)NC2CCCCC2C)cc1 (configuration not stated) | 103 | -0.1
CC1(C)OC2CS(=O)(=O)CC2O1 (configuration not stated) | 101 | -0.2
Cc1cccn2cc(CCNS(=O)(=O)c3ccc(Oc4ccccc4)cc3)nc12 | 103 | -0.1
O=C(O)C1CC2CCCC(C1)C2=O (configuration not stated) | 98 | -0.5
Cc1cc(C)c2nc(NCCN3CCCC3)cc(C)c2c1 | 91 | -2.4
c1cncc(CSc2ccc(-c3cccs3)nn2)c1 | 106 | 1.8
CCN1C(=O)/C(=C2\SC(=S)N(NC(C)=O)C2=O)c2ccccc21 | 101 | 0
C=C[n+]1ccn(-c2nc3ccccc3nc2[N-]S(=O)(=O)c2ccccc2)c1 | 102 | 0.2
Cc1ccccc1C(=O)n1nc(-c2cccnc2)nc1NCc1ccc(F)cc1 | 104 | -0.7
Cc1cc(C)c2c(N)c(C(=O)c3cccs3)sc2n1 | 103 | -0.1
CN1C(=O)Cc2cc(S(N)(=O)=O)ccc21 | 100 | -0.1
Cc1cc(SCC(=O)NCc2ccco2)nc2ccccc12 | 100 | -0.3
CSc1nc2c3ccccc3n(C(C)=O)c2n1Cc1ccccc1 | 100 | -0.2
CCN(CC(=O)Nc1ccccc1OC)C(=O)c1cccc(CS(C)(=O)=O)c1 | 105 | 0.1
CC1Cn2cc(C(=O)N3CCN(c4ccccc4)CC3)c(=O)c3c(Cl)ccc(c32)O1 (configuration not stated) | 100 | -0.5
CC1(C)CC(=O)c2cc3c(N)c(C(=O)NCc4ccco4)sc3nc2C1 | 101 | -0.2
Cn1cccc1C(=O)OCc1cc(Cl)cc2c1OCOC2 | 104 | 0.3
CC(=O)N(c1ccccc1)c1nc(/C=C/C(=O)O)cs1 | 104 | 0
NC(=O)c1sc2nc(-c3ccccc3)cc(-c3ccco3)c2c1N | 130 | 2.6
CCOc1ccccc1CNC(=O)CCCN1C(=O)COc2ccc(C)cc21 | 106 | -0.5

Looked up by structure from the list above, 7 records:
Molecule | Polio RdRp inh | Polio RdRp inh FP z-score
CC1(C)CC(=O)c2cc3c(N)c(C(=O)NCc4ccco4)sc3nc2C1 | 101 | -0.2
CC1Cn2cc(C(=O)N3CCN(c4ccccc4)CC3)c(=O)c3c(Cl)ccc(c32)O1 (configuration not stated) | 100 | -0.5
CCN(CC(=O)Nc1ccccc1OC)C(=O)c1cccc(CS(C)(=O)=O)c1 | 105 | 0.1
CCOc1ccccc1CNC(=O)CCCN1C(=O)COc2ccc(C)cc21 | 106 | -0.5
CSc1nc2c3ccccc3n(C(C)=O)c2n1Cc1ccccc1 | 100 | -0.2
CN1C(=O)Cc2cc(S(N)(=O)=O)ccc21 | 100 | -0.1
Cc1cc(SCC(=O)NCc2ccco2)nc2ccccc12 | 100 | -0.3

Going on with the list.
Molecule | Polio RdRp inh | Polio RdRp inh FP z-score
CCc1ccccc1NC(=O)CN1C(=O)COc2ccc(S(=O)(=O)N3CCCCCC3)cc21 | 116 | 0.1
C#CCOc1ccc(C2C3=C(CCCC3=O)N(CCC(=O)O)C3=C2C(=O)CCC3)cc1 | 103 | 0.4
COC(=O)c1cc(-c2ccc(/C=C3\C(=O)NC(=O)C(C#N)=C3C)o2)ccc1Cl | 101 | -0.2
O=C(O)/C(=C\c1ccco1)NC(=O)c1ccco1 | 101 | 0
Cn1c(/C(C#N)=C2/CCCCCN2)nc2ccccc21 | 102 | 0.3
Cc1cc2cc(CNC(=S)Nc3ccccc3)ccc2n1C | 103 | 0.4
Cc1c(C(=O)O)oc2ccc(S(=O)(=O)NCCc3ccccc3)cc12 | 101 | -0.3
COC(=O)c1cc2c(ccn2C)n1Cc1cccc(OC)c1 | 97 | -1.8
CS(=O)(=O)c1ccc(NC(=O)COc2ccc(I)cc2)cc1 | 104 | 0.2
CCN(c1cccc(C)c1)c1ncnc2c1cnn2-c1cccc(Cl)c1 | 107 | 0.1
O=C(c1ccc2c(c1)OCO2)N(c1ccc(Br)cc1)C1C=CS(=O)(=O)C1 (configuration not stated) | 100 | 0
Cc1cccc(NC(=O)c2ccccc2-c2nc(-c3ccccc3)no2)c1 | 101 | -0.5
O=S(=O)(c1cccc(S(=O)(=O)N2CCN(c3ncccn3)CC2)c1)N1CCCCC1 | 99 | -1.4
COc1ccccc1-c1nn2c(=O)cc(CN3CCN(C(=O)COc4ccccc4Cl)CC3)nc2s1 | 105 | -0.6
CCC(Oc1ccccc1)C(=O)Nc1sc2c(c1C(N)=O)CCCC2 (configuration not stated) | 106 | 0.4
CC(C)(C)NC(=O)Nc1ccccc1C(N)=O | 100 | -0.4
Cc1nccn1CC1CCc2c(c3ccccc3n2C)C1=O (configuration not stated) | 105&98 | 0.1&-1.3
C(=NCc1ccccc1)c1cn(-c2ccccc2)nc1-c1cccnc1 | 99 | -0.8
COC(=O)c1cc(COC(=O)/C=C/c2cnc3ccccc3n2)oc1C | 112 | 2
CSc1ccc(S(=O)(=O)NCCC2=CCCCC2)cc1 | 102 | 0.6
Cc1cccc(-c2ocnc2C(=O)Nc2ccccc2CN(C)C2CCCCC2)c1 | 100 | -0.4
Cc1cc(C)cc(-n2c(SCC(N)=O)nc3c(oc4ccccc43)c2=O)c1 | 108 | 1.4
COc1ccc(N2CCN(C(c3ccc(F)cc3)c3sc4nc(-c5ccco5)nn4c3O)CC2)cc1 (configuration not stated) | 102 | -0.7
N#Cc1c(Cl)ncc2c1N(Cc1ccccc1)CC2 | 98 | -0.2
COc1ccc(N2C(=O)[n+]3ccccc3C2C(=O)Nc2c(C)cccc2C)cc1 (configuration not stated) | 99 | -0.5
CCn1c(=O)c2cc(C(=O)NCCc3ccc(OC)c(OC)c3)sc2c2ccccc21 | 106 | 0.3
O=C1Nc2cc(C(=O)NCc3ccccc3)ccc2S/C1=C\c1ccccc1 | 102 | 0.3
CCCOc1ccc(C(=O)Nc2ccc3oc(-c4ccc5ccccc5c4)nc3c2)cc1 | 106 | 0.4
OC[C@@H]1CCCN2CCCC[C@H]12 | 102 | 0.3
Cc1ccccc1NC(=O)NCC1CCN(C(=O)OC(C)(C)C)CC1 | 100 | -0.3
COc1cccc(NC(=O)c2ccnc(N3CCC(C(=O)N4CCOCC4)CC3)c2)c1 | 100 | 0.1
COc1ccc(NC(=O)Cn2c(=O)oc3cc(S(=O)(=O)N4CCCCC4C)ccc32)cc1 (configuration not stated) | 103 | -0.1
Cn1c(-c2cc3ccc(O)c(CN4CCCC4)c3oc2=O)nc2ccccc21 | 88 | -3.5
O=C(CSc1ncn[nH]1)NC12CC3CC(CC(C3)C1)C2 | 100 | -0.3
O=C(CCC1CC(=O)OC1c1ccccc1)Nc1nccs1 (configuration not stated) | 103 | 0.4
COC(=O)c1cnn(C(=O)c2ccc(OC)cc2)c1N | 100 | 0
Cc1ccc2oc(C(=O)N(Cc3cccc(F)c3)C3CCS(=O)(=O)C3)c(C)c2c1 (configuration not stated) | 107 | 0.1
CC1(CN)CCCC1 | 101 | -0.2
CNS(=O)(=O)c1ccc2ccccc2c1 | 101 | -0.1
Cc1cc(Br)ccc1OCCCN1CCC(C)CC1 | 102 | 0.1
COc1cccc(-c2cc(C(=O)N3CCN(C(c4ccccc4)c4ccccc4)CC3)[nH]n2)c1 | 102 | 0.4
CSc1cccc(N2CC(C(=O)N3CCN(S(=O)(=O)c4ccccc4Cl)CC3)CC2=O)c1 (configuration not stated) | 106 | 0.4
CCc1ccc(C2CC(=O)NC(NC(=O)Cc3ccc(OC)c(OC)c3)=N2)cc1 (configuration not stated) | 102 | 0.3
COC(=O)c1ccc(COn2nnc3ccc(S(=O)(=O)N4CCOCC4)cc32)o1 | 105 | 0.3
CCOc1ccccc1CNC(=O)C1CCN(Cc2cc3ccccc3n2Cc2ccccc2)CC1 | 110 | 0.9
N#CC(C#N)=C/C=C/c1cc(C#N)c(N)o1 | 46 | -8.1
Cc1cccc(N2CCN(c3nc4ccccc4c(=O)n3Cc3ccccc3)CC2C)c1 (configuration not stated) | 105 | 1.1
CCC(C)N(C(=O)CSc1nc(-c2ccccc2)cs1)C1CCS(=O)(=O)C1 (configuration not stated) | 105 | 0.3
O=C(O)CCSc1ccc(F)c(F)c1 | 107 | 0.8
Cc1ccc(CCNc2nc3c(S(=O)(=O)c4ccc(C)cc4)nnn3c3ccsc23)cc1 | 102 | -0.5
O=C1c2ccccc2NC(c2ccc3cccnc3c2)N1c1cccc(C(F)(F)F)c1 (configuration not stated) | 103 | 0
CC(=O)N1CCN(C(=O)CN2C(=O)S/C(=C\c3ccc(Cl)cc3)C2=O)CC1 | 99 | -0.5

High-throughput results from PubChem BioAssay.

These rows are one share of the data, so the mix of outcomes need not match the whole.
